Source: PubChem
ALOX12 inh – ALOX12 (human) lipoxygenase inhibition. Potency, µM (titrated, usually from 108 µM), for the others: top-dose activity change, negative = inhibition, most hits filed as inhibitors. hit rate 1.1% among 580,000. P18054. purified 12hLO, xylenol orange hydroperoxide absorbance; note: potency is the fitted concentration of half-maximal effect; % is set by controls: 0 for no effect and ±100 for the full control effect
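Purified human 12hLO (150 nM final) in 25 mM Hepes, 0.01% Triton X-100, pH 7.0 was preincubated 15 min at room temperature with compound. Then 40 uM arachidonic acid was added, 30 min. Hydroperoxide was read by Fe-XO absorbance ratio 573/405 nm.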
ERG Ets-DNA blk – inhibitors of human ERG Ets domain-DNA interaction; AID 624246; hit rate 0.028% among 370,000; Potency, µM (top dose mostly 76.9 µM), for the others: top-dose FP activity, negative = inhibition, most hits filed as inhibitors; fluorescence polarization, His-ERG Ets domain / labelled DNA; P11308; active = well fitted inhibition curve with a large enough effect in the polarisation, with a control signal flat; inconclusive = small, poorly fitted or top-dose-only effect, or effect the other way, or a change in a side signal; inactive = no such curve, though single readings can be large or run the other way; the % refers to the polarisation;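 note: polarization taken with two DNA probes labelled with fluorescein and Texas red; potency is the fitted concentration of half-maximal effect; % of control where 0% means no effect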
Target sequence (P11308 whole entry, looked up, the tested form may be a part): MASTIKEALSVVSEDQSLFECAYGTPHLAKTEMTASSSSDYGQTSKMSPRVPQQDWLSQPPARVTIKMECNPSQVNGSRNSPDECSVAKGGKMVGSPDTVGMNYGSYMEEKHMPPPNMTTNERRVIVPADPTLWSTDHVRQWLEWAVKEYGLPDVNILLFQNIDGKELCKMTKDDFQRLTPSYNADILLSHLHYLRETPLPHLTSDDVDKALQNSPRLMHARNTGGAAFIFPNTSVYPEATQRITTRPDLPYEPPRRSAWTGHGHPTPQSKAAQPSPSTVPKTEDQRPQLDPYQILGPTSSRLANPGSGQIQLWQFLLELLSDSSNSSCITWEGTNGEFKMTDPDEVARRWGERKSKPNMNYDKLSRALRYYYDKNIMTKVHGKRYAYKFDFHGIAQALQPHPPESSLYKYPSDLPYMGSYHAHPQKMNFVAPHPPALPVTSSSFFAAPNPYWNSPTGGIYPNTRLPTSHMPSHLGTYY
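His-tagged ERG Ets domain (1 uM in the protein solution; 300mM KCl, 50mM Tris-HCl, 1mM EDTA, 1mM DTT, pH 7.5) received compound, then a probe mix of 5 nM fluorescein-DNA and 100nM Texas-615-DNA. Fluorescence polarization was read for both dyes.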
LDHA inh – inhibitors of human lactate dehydrogenase A; purified LDHA, NADH/diaphorase-resazurin fluorescence; active compounds read low; activity change, % (values are at about 110 or 230 µM); hit rate 0.15% among 480,000; P00338; in the data active = activity change below about -30%; inconclusive = mostly about -25% to -30%;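 note: plate controls were DMSO wells for no effect and wells without enzyme for full effect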
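Human LDH5 (2 nM) was incubated with 0.06 mM NADH and 0.2 mM pyruvate for 5 min at room temperature in Tris pH 7.4. Remaining NADH was coupled through diaphorase/resazurin, and resorufin fluorescence was read at 0 and 20 min.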
D2 ag – D2 dopamine receptor (human) agonism; activation, % at 2 µM; hit rate 0.53% among 340,000; HEK293 T-REx D2 cells, calcium flux agonist mode; P14416;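 active = activation over 3 SD above normal in the single-dose calcium agonist read, cut at about 30% in these data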; note: 0% is about no effect
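HEK293 Trex D2 cells, tetracycline-induced, o/n 30 C 5% CO2; no-wash Ca dye, RT 30–90 min; 10-cycle baseline, 23 nl cpd added, kinetic Ca read 180 s; agonist hits = positive Ca response.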
Vif-A3G inh – inhibitors of Vif-APOBEC3G interaction; Q9HC16; HeLa A3G-eYFP + Vif (tagged APOBEC3G with the HIV-1 protein that degrades it), YFP fluorescence, overnight; Potency, µM (highest dose often 46.1 µM), inactives show at the highest dose activity, negative = active, usual class: inhibitors; hit rate 0.076% among 410,000;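 note: potency is the fitted concentration of half-maximal effect; % is set by controls: 0 for no effect and ±100 for the full control effect; nearly all actives have a fitted effect of over 60% in size; hits raise eYFP signal because A3G escapes Vif-driven loss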
Target sequence (Q9HC16 whole entry, looked up): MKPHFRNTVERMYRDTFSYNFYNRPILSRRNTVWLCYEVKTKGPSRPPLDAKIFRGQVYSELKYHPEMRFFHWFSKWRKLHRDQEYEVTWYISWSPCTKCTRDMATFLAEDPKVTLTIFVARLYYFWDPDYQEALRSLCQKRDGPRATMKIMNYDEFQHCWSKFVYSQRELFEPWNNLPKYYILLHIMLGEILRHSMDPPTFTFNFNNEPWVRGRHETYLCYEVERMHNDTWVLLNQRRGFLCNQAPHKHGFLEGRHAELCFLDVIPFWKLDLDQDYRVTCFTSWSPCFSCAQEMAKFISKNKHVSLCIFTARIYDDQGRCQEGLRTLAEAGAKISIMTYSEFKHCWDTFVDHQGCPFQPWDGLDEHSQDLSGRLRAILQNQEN
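Read-out is eYFP fluorescence (Ex 488/Em 500-530) from Vif-expressing HeLa A3G-eYFP cells; more signal means A3G escaped Vif-mediated degradation. Cells plated overnight, compound pinned in, incubated overnight at 37 deg C.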
Glioma ERSR ind – inducers of ER stress response in human glioma cells | U87-MG GRP78 promoter luciferase reporter, 16 h | Potency, µM, for the others: at the highest dose activation, actives largely listed as activators | hit rate 0.02% among 420,000 | AID 602332; note: potency is the fitted concentration of half-maximal effect; series mostly up to about 76 µM; % of control where 0% means no effect; nearly all actives have a fitted effect of over 35% in size
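Stably transfected U87-MG glioma cells carrying a GRP78-based luciferase sensor; 16 h compound incubation. Luminescence end-point read 10 min after Bright-Glo addition at room temperature.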
RGS4 inh – inhibitors of human regulator of G protein signaling 4. hit rate 0.039% among 390,000. Potency, µM (highest dose often 114 µM), for the others: at the highest dose activity change, negative = inhibition, hits mostly inhibitors. P49798. Transcreener GDP fluorescence polarization, RGS4-accelerated GTP hydrolysis. AID 504845; note: potency is the fitted concentration of half-maximal effect; % is set by controls: 0 for no effect and ±100 for the full control effect; nearly all actives have a fitted effect of over 75% in size; some results filed as inactive show a strong effect at the top dose
Target sequence (P49798 whole entry, looked up): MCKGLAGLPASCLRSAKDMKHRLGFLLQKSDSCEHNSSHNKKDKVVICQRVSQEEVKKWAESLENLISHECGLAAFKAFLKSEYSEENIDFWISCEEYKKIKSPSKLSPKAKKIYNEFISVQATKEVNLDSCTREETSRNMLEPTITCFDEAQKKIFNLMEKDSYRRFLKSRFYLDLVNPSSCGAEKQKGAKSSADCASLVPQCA
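MLSMR compounds (23 nl, pin-transferred) preincubated 10 min at room temperature with a 500nM (2x) first reagent, then RGS4 at 900nM (2x) plus Transcreener GDP mix added; fluorescence polarization (620/688 nm) read before and after 90 min at 30 °C.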
D2 antagonist – antagonizes the human D2 dopamine receptor; inhibition, % at 10 µM; hit rate 2% among 340,000; P14416; HEK293 TREx D2 cells, calcium flux, dopamine EC80; in the data active = inhibition above about 30%; note: 0% is about no effect
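Dopamine at EC80 is the agonist stimulus; test compounds precede it by 180 s. Calcium flux read kinetically in a force-coupled, inducible HEK293 T-REx D2 cell line.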
Vif-A3F inh – Vif-A3F binding inhibition. HeLa A3F-eYFP + Vif (tagged APOBEC3F with the HIV-1 protein that degrades it), YFP fluorescence increase. Potency, µM (top dose mostly 46.1 µM), without a hit: at the highest dose activity, negative = active. hit rate 0.2% among 390,000. AID 602313; note: potency is the fitted concentration of half-maximal effect; % of control where 0% means no effect; nearly all actives have a fitted effect of over 65% in size
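HeLa cells stably expressing A3F-eYFP plus Vif, plated and incubated overnight at 37 deg C, then exposed to compounds overnight at 37 deg C. Blocked degradation read as raised yellow fluorescence (Ex 488/Em 500-530).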
Numbers without * were called inactive; ? = inconclusive; · = no result given; & = joins results of further samples; [ ] = remark or other dose. Unless noted, calls come from the whole dose curve; as a rule, active = well fitted curve in the direction sought with a large enough effect; inconclusive = small, poorly fitted or top-dose-only effect, or another doubt; inactive = no such curve, though single readings can be large; an effect the other way counts as inactive or inconclusive.

Sequence of screens: ALOX12 inh	ERG Ets-DNA blk	LDHA inh	D2 ag	Vif-A3G inh	Glioma ERSR ind	RGS4 inh	D2 antagonist	Vif-A3F inh
[1] CCN(CC)c1nc(C(F)(F)F)nc2c1nnn2Cc1ccccc1
    9%	7%	2	1.0	-3%	-4%	-7%	2	5%
[2] O=C(c1sc2ccccc2c1Cl)N1CCN(c2ccccn2)CC1
    -8%	2%	-4	-0.7	-4%	-2%	-11%	-11	0%
[3] CCOc1ccc(NC(=O)CN(C)C(=O)c2c(C)nn(Cc3ccccc3Cl)c2C)cc1OCC
    193%[activator]	-3%	0	·	-8%	-1%	-8%	·	-1%
[4] CN(C)CCNC(=O)NC1CCCCC1
    1%	-6%	-3	0.3	2%	-5%	-10%	-5	1%
[5] CCOC(=O)N1CCN(c2c(NCc3cccs3)c(=O)c2=O)CC1
    -6%[57.4 µM]	2%	2	0.2	?	-4%	-1%	5	-17%
[6] CCO/C(C)=C1/SC(=S)NC1=O
    0%	78%[activator]	-9	-0.4	3%	-3%	-20%	-25	9%
[7] COc1ccc(CCNC(=O)CSC2=NS(=O)(=O)c3cc(Cl)ccc3N2)cc1OC
    -26%	-4%	-6	-0.5	-1%	-2%	5%	0	4%
[8] O=C(Nc1ccc(S(=O)(=O)Nc2nccs2)cc1)c1cnc(Cl)c(Cl)c1
    9%	12%	-10	-0.3	-10%	?	-2%	-13	-26%
[9] CCCCn1c(N)c(N(CC)C(=O)c2ccc([N+](=O)[O-])c(C)c2)c(=O)[nH]c1=O
    -11%	5%	-2	-0.8	-2%	-1%	-21%	21	-3%
[10] Cc1ccc(NC(=O)CN(C)C(=O)c2ccccn2)cc1
    -22%	3%	-10	·	-4%	6%	7%	·	2%
[11] CCOc1ccc(N(C(=O)c2snc(C(N)=O)c2N)C(C)C(=O)NC2CCCCC2)cc1 (configuration not stated)
    ?	5%	-1	-2.9	-4%	0%	-19%	18	-1%
[12] Cc1cccn2cc(-c3ccc(Cl)cc3)nc12
    -5%	2%	-6	1.2	2%	-8%	-3%[56.9 µM]	-10	9%
[13] CCc1ccccc1NC(=O)c1cc(=O)c2ccccc2o1
    -4%	-3%	-12	0.4	1%	-1%	27%	-24	1%
[14] Nc1c(C(=O)NCc2ccccc2)c2nc3ccccc3nc2n1CCCN1CCOCC1
    -26%	13%	7	3.8	-6%	-4%	-5%	-10	0%
[15] CCC(C)NC(=O)c1cc2c(=O)[nH]c3ccc(C)cc3c2s1 (configuration not stated)
    0%	0%	2	-0.4	0%	-10%	1%	11	3%
[16] Cc1cc(/C=N/n2cnnc2)c(C)n1-c1ccc(Cl)cc1
    ?	1%	-13	·	-16%	1%	-16%	·	0%
[17] COc1ccc(C2=NOC(C(=O)Nc3cc(Br)ccc3O)C2)cc1OC (configuration not stated)
    10µM*	2%	-12	0.7	-7%	-2%	-4%	7	-2%
[18] CCCc1cc(C(=O)Nc2ccn(Cc3ccc(C)cc3)n2)no1
    9%	6%	1	-0.1	0%	10%	-8%	7	2%
[19] COc1cccc(C(=O)O[C@@H]2[C@H](Cc3ccccc3)NS(=O)(=O)[C@H]3C[C@@H]4C=C[C@]23O4)c1
    15%	2%	-7	-0.5	-4%	-4%	-18%	2	-2%
[20] O=C(c1cncs1)N1CCCC(CNS(=O)(=O)c2cccs2)C1 (configuration not stated)
    -12%	-4%	-3	-1.0	-1%	-1%	-1%	16	3%
[21] CCOC(=O)c1nc2ccccc2nc1C
    -9%	-11%	-1	0.5	1%	-2%	-9%	-7	-6%
[22] Cc1nc(Nc2cccc(O)c2)c2c3c(sc2n1)CCC3
    12%	-2%	-4	2.7	-8%	-3%	-3%	12	-3%
[23] CCOC(=O)N1CCN(C(=O)c2oc3ccc(S(=O)(=O)N4CCOCC4)cc3c2C)CC1
    -7%	4%	-2	0.1	3%	5%	-7%	-7	-1%
[24] CCCCSc1nc2sc3c(c2c(=O)[nH]1)CC(C)(CC)OC3 (configuration not stated)
    0%	7%	-7	0.3	3%	-3%	0%	-9	0%
[25] COC(=O)c1c(NC(=O)C2C3C=CC(CC3)C2C(=O)O)sc(C)c1C (configuration not stated)
    -23%	0%	-5	-0.4	0%	-3%	9%	5	-5%
[26] Cc1ccccc1S(=O)(=O)N1C[C@H]2CON(C)[C@H]2C[C@H]1c1cccc(Br)c1
    13%	5%	-4	·	-1%	-2%	-5%	·	0%
[27] O=S(=O)(NCCC1=CCCCC1)c1ccc(F)cc1
    ?	6%	-1	-0.3	-11%	-2%	-1%	-8	-2%
[28] Cc1ccc(OCCNC(=O)CCC(=O)N2CCOCC2)cc1
    -13%	-20%	-4	0.7	-2%	-1%	6%	1	-10%
[29] COc1ccc(-c2cc(=O)n(CCC#N)[nH]2)cc1
    0%	8%	7	1.8	1%	-5%	-39%	-15	-11%
[30] C[C@@H]1O[C@@H](OC[C@@H]2O[C@H](Oc3c(-c4ccc(O)cc4)oc4cc(O)cc(O)c4c3=O)[C@@H](O)[C@H](O)[C@H]2O)[C@H](O)[C@H](O)[C@H]1O
    -7%	9%	12	·	0%	-1%	-6%	·	0%
[31] Cc1oc(-c2ccc3ccccc3c2)nc1CN(C)C(C)c1ccncn1 (configuration not stated)
    5%	0%	-8	0.2	-3%	1%	11%	1	-3%
[32] CCCCN1CNC(=S)N(CCc2ccccc2)C1
    ?	-5%	-8	1.2	2%	-4%	13%	-11	1%
[33] COc1cc(N2CCOCC2)ncn1
    0%	1%	-6	·	-1%	-5%	-12%	·	4%
[34] CCc1ccc(-c2cc(C)no2)cc1S(=O)(=O)NCc1ccco1
    ?	0%&-2%	-2&-3	-1.0&-0.4	?	-3%&-1%	-26%&-14%	10	-7%&-3%
[35] Cc1nn(Cc2ccc(C(=O)NN)cc2)c(C)c1Cl
    153%[activator]	13%	-4	-1.3	-1%	1%	13%	-20	-3%
[36] COc1ccc(OC(=O)N(C)C[C@@H]2OCc3cn(nn3)CCCC(=O)N([C@@H](C)CO)C[C@H]2C)cc1
    ?	·	-1	·	1%	-5%	·	·	-2%
[37] O=C(O)c1cc([N+](=O)[O-])cc2c1nnn2O
    -4%	-5%	-1	3.0	0%	-6%	-3%	-4	2%
[38] CCOc1ccc2c(c1)OC(c1ccc(C)cc1)(C(F)(F)F)NC2=O (configuration not stated)
    -28%	1%	-2	-0.7	?	-3%	-3%	7	?
[39] COc1ccc2ccn(S(=O)(=O)c3ccccc3)c2c1
    1%	0%	-7	-0.7	-3%	0%	17%	-8	2%
[40] CCN(CC)CCCNC(=O)c1cc(Sc2nnc(C)s2)nc2ccccc12
    0%	-2%	-10	-1.6	1%	-4%	29%	13	-3%
[41] O=C(Nc1sc2c(c1C(=O)O)CCCC2)c1ccccc1Cl
    0%	5%	-5	0.2	0%	1%	8%	3	-5%
[42] Oc1c(Br)cc(Br)cc1C=Nc1ccc2c(c1)OCCO2
    -22%	1%	2	1.3	-3%	2%	-12%	0	-2%
[43] COc1ccc(CC(=O)NNc2ncnc3c2cnn3-c2ccccc2)cc1
    -1%	-15%	-11	-0.5	-5%	-3%	-18%	-5	-14%
[44] Nn1c(SCc2cccc(Br)c2)nnc1-c1ccncc1
    69%[activator]	0%[15.4 µM]	-7	0.2	-3%	-2%	-7%	12	7%
[45] Cc1ccc(C(=O)CSc2ncc3c(n2)-c2ccccc2N(Cc2ccc(Cl)cc2)S3(=O)=O)cc1
    -22%	4%	-5	0.8	0%	-2%	-8%	·	-1%
[46] CC(C)(C)C(=O)NC1CCN(S(=O)(=O)c2ccccc2F)CC1
    0%	-5%	-4	-0.4	1%	-3%	7%	4	·
[47] CCC(CC)NC(=O)C1CCN(S(=O)(=O)c2cccs2)CC1
    -11%	1%	-7	0.8	2%	-2%	-12%	-6	-3%
[48] Cc1ccc(C)c(OCc2nnc(SCC(=O)NCc3ccc4c(c3)OCO4)o2)c1
    -2%	12%	-7	-1.2	-1%	-3%	7%	-17	-1%
[49] O=C(O)C1c2ccccc2C(=O)N(Cc2ccc(F)cc2)C1c1ccncc1 (configuration not stated)
    ?	-9%	-1	-0.5	-2%	0%	-8%	-19	-4%
[50] CCOC(=O)c1sc(NC(=O)CCc2ccc(OC)cc2)nc1C
    36%[activator]	-3%	-15	-0.1	1%	-3%	-2%	10	-12%
[51] CCOc1cc(Br)cc(/C=N/NC(=O)c2cccnc2)c1O
    17%	9%	13	1.7	-21%	-1%	-19%[56.9 µM]	-6	?
[52] COc1ccc(/C=C/C(=O)OCC(=O)NC2CCCCCCC2)cc1
    -15%	·	-7	·	0%	-6%	-46%	·	-13%
[53] O=C(Nc1ccc(Cl)cc1)Nc1ccccc1C(=O)O
    -27%	1%	-14	1.7	-6%	-16%	-4%	-9	1%
[54] COc1ccc(-n2c(=O)c3ccccc3n(CC(=O)NC3CCCCC3)c2=O)c(OC)c1
    0%	-4%	0	0.9	1%	6%	9%	3	3%

Not all compounds are listed; count on the stated rates, not on these rows.
